Source: PubChem
KB-3-1 tox – kills parental KB-3-1 adenocarcinoma cells. KB-3-1 viability, CellTiter-Glo ATP luminescence, 72 h. Potency, µM (titrated, usually from 46.1 µM), for the others: at the highest dose activity change, negative = cytotoxic, most hits filed as cytotoxic. actives 1.4% (n = 400,000). AID 1347075; also: potency is read from the fitted curve at half-maximal effect; % is scaled to controls: 0 for no effect and ±100 for the full control effect; nearly all actives have a fitted effect of over 60% in size
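Viability of parental KB-3-1 cells, measured by CellTiter-Glo luminescence, followed a 72 h incubation at 37 °C with pinned compounds in phenol-red-free DMEM containing 10% FBS.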
DRD3 antagonist – antagonists of human D3 dopamine receptor. max response, negative = inhibition, %. D3R cells, DiscoveRx beta-arrestin luminescence, antagonist mode; active compounds read low. P35462. actives 2.5% (n = 360,000). AID 652054; in the data active = max response below about -50%; inconclusive = no clear call, values can overlap the other calls; also: % is scaled to controls: 0 for no effect and ±100 for the full control effect; mostly tested at two doses, the higher about 12 µM
Target sequence (P35462 whole entry, looked up): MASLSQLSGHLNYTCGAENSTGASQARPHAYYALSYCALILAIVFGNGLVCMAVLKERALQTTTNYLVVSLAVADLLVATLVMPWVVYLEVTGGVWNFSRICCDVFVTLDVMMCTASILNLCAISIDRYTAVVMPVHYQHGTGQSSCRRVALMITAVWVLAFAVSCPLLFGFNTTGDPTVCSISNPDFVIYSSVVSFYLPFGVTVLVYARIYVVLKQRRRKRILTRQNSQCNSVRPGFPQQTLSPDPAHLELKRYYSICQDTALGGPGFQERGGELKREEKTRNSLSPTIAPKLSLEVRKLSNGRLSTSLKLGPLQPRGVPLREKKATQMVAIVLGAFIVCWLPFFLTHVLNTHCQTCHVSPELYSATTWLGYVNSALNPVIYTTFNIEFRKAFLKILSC
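Cells plated overnight at 1500 cells/well, then exposed to library compounds with dopamine controls for 90 minutes at 37 degrees C. DiscoveRx reagent added for 30–60 minutes at room temperature; luminescence read, quantitative HTS format.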
KB-V1 MDR tox – KB-V1 MDR subline cytotoxicity; KB-V1 MDR cells viability, CellTiter-Glo, 72 h; actives 3.4% (n = 400,000); Potency, µM (highest dose often 46.1 µM), for inactives: at the highest dose activity change, negative = cytotoxicity, most hits filed as cytotoxic; also: potency is read from the fitted curve at half-maximal effect; % is scaled to controls: 0 for no effect and ±100 for the full control effect; nearly all actives have a fitted effect of over 60% in size
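Following 72 h at 37 degrees C with compound, KB-V1 cell viability was read by CellTiter-Glo luminescence, medium being phenol-red-free DMEM plus 10% FBS; concentration-response parameters came from normalized, curve-fitted qHTS data.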
DRD3 agonist – activates the human D3 dopamine receptor. P35462. D3R DiscoveRx beta-arrestin cells, luminescence, 90 min. max activation, %. actives 0.58% (n = 410,000); in the data active = max activation above about 30%; also: 0% is about no effect; mostly tested at two doses, the higher about 12 µM
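Agonist-mode cell screen: cells plated at 1500/well and incubated overnight at 37 °C, then exposed to library compounds for 90 min at 37 °C. Detection reagent was added for 30–60 min at room temperature, and luminescence was read.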
IL-1B inflam inh – blocks inflammasome-driven IL-1 beta release. THP-1 LPS/ATP IL-1B secretion, AlphaLISA, 16 h; active compounds read low. activity change, % at 57.5 µM. actives 4.7% (n = 360,000). AID 743279; in the data active = activity change below about -50%; inconclusive = mostly about -30% to -49%; also: % is scaled to controls: 0 for no effect and ±100 for the full control effect
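THP-1 cells pretreated 1 hr with compounds (up to 57.5 uM final), then stimulated with LPS (250 ng/mL final) plus ATP (1.25 mM final); secreted IL-1B measured by AlphaLISA after 16 hr, decreased signal indicating inhibition.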
HT1080 IDH1KD tx – HT-1080 IDH1 knockdown cell toxicity (counter line). HT-1080 IDH1 knockdown viability, ATP luminescence, 48 h. Potency, µM (series often up to 46.1 µM), without a hit: at the top dose activity, negative = toxicity, most hits filed as cytotoxic. actives 2% (n = 360,000);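 also: potency is read from the fitted curve at half-maximal effect; 0% = DMSO wells and -100% = cell-free medium wells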
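Luminescent ATP read-out (CellTiter-Glo, 10 min at room temperature) after 48 h compound exposure at 37 °C gave viability of IDH1-knockdown HT-1080 cells. Activity was normalised to DMSO and cell-free wells, then fitted as concentration-response curves.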
SW480 rerep – inducers of DNA re-replication in SW480 colon cancer cells; Potency, µM (highest dose often 46.1 µM), for inactives: at the highest dose re-replication activation, actives largely listed as activators; AID 624297; SW480 DNA re-replication, Hoechst DNA content imaging, 48 h; actives 1.8% (n = 340,000); also: potency is read from the fitted curve at half-maximal effect; % of control where 0% means no effect; nearly all actives have a fitted effect of over 55% in size
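Image-based read-out: total Hoechst fluorescence of nuclei (405 nm excitation, 500-530 nm emission), with hits raising the fraction of high-intensity nuclei. SW480 colon cells incubated 48 hr with compounds at 37 C.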
GLP1R ag – agonists of human GLP-1 receptor; P43220; HEK293 GLP-1R CRE-luciferase, luminescence, 4-6 h; cells express a hypersensitive GLP-1R form; Potency, µM (top dose mostly 45.6 µM), for the others: at the top dose activation, usual class: activators; actives 0.007% (n = 380,000); AID 624172; also: potency is read from the fitted curve at half-maximal effect; % of control where 0% means no effect
Target sequence (P43220 whole entry, looked up): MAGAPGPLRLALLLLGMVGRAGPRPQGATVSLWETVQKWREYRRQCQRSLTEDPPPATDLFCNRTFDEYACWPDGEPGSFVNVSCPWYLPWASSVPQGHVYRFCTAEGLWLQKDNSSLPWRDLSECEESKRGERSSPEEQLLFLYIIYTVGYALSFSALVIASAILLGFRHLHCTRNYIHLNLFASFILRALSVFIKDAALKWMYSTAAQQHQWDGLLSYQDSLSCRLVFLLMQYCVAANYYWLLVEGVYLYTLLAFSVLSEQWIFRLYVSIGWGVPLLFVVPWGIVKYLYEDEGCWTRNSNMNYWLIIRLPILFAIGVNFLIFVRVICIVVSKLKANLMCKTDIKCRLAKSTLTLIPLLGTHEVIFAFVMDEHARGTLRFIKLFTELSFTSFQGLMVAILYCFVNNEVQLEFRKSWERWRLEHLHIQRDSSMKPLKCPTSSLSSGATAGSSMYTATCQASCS
HT1080-NT tox – kills 2HG-producing HT-1080-NT fibrosarcoma cells | actives 1.6% (n = 360,000) | HT-1080-NT fibrosarcoma viability, CellTiter-Glo ATP luminescence, 48 h | Potency, µM (titrated, usually from 46.1 µM), for inactives: top-dose activity, negative = less viability, usual class: cytotoxic;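 also: NT is the 2HG producing partner of a matched IDH1 knockdown line; potency is read from the fitted curve at half-maximal effect; 0% = DMSO-treated cells and -100% = media-only wells without cells; nearly all actives have a fitted effect of over 55% in size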
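750 cells/well, RPMI + 5% FBS; 2 h settle, compound pin-transfer, 48 h at 37 degrees C. CellTiter-Glo 10 min RT, luminescence. Normalized to DMSO and media-only wells.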
Numbers without * were called inactive; ? = inconclusive; / = not tested or not shown; & = joins results of further samples; ! = a repeat was not active; [ ] = dose if it differs, or a comment. Unless noted, calls follow the shape of the dose curve; as a rule, active = well fitted curve in the direction sought with a large enough effect; inconclusive = small, poorly fitted or top-dose-only effect, or another doubt; inactive = no such curve, though single readings can be large; an effect the other way counts as inactive or inconclusive.

1: COc1ccc(NC2CCN(C3CC(=O)N(c4ccc(F)c(Cl)c4)C3=O)CC2)cc1 (centres undefined)
2: O=S(=O)(Nc1cccc2c1CCCC2)c1cccc(C(F)(F)F)c1
3: O=C(CCS(=O)(=O)c1cccc2nsnc12)NCc1ccccc1
4: CCOc1ccccc1NC(=O)C1=C(C)NC(=S)NC1c1cccs1 (centres undefined)
5: O=C(c1ccco1)N1CCN(C(=O)c2cc3cc([N+](=O)[O-])ccc3oc2=O)CC1
6: CN(CC(=O)Nc1ccc(Cl)c(C(F)(F)F)c1)C(=O)C1CC(=O)N(c2ccc3c(c2)OCCO3)C1 (centres undefined)
Screen / compound no.	1	2	3	4	5	6
KB-3-1 tox	24%	11%	1%	1%	13%	3%
DRD3 antagonist	0	-4	8	-18	10	-20
KB-V1 MDR tox	7%	0%	8%	13µM*	10%	-5%
DRD3 agonist	6	0	-11	-7	10	2
IL-1B inflam inh	-15	5	6	-6	5	22
HT1080 IDH1KD tx	-3%	-5%	8%	7%	9%	-27%
SW480 rerep	3%	9%	-3%	-10%	-7%	/
GLP1R ag	0%	6%	-6%	0%	0%	1%
HT1080-NT tox	-3%	?	16%	1%	7%	?

7: CSC1=N/C(=C\c2ccccc2)C(=O)N1C
8: O=C(C1CCN(C2CCN(CC3CC=CCC3)CC2)CC1)N1CCOCC1 (centres undefined)
9: COc1ccc(N2CCN(C(=S)Nc3cccc(OC)c3)CC2)cc1
10: CCCCC(=O)Nc1nn(C)c2nc3c(C)cccc3cc12
11: CCc1ccc(C(=O)NNC(=O)C2CC(=O)N(c3ccc4c(c3)OCCO4)C2)cc1 (centres undefined)
12: O=C(c1ccc(-n2cncn2)c([N+](=O)[O-])c1)N1CCN(S(=O)(=O)c2c(F)cccc2F)CC1
Screen / compound no.	7	8	9	10	11	12
KB-3-1 tox	2%	2%	3%	1%	3%	-13%
DRD3 antagonist	12	0	-19	6	-5	8
KB-V1 MDR tox	-20%	0%	0%	11%	19%	0%
DRD3 agonist	-13	1	2	1	-5	12
IL-1B inflam inh	19	-4	-4	11	-10	4
HT1080 IDH1KD tx	-9%	10%	10%	12%	-1%	-1%
SW480 rerep	-1%	11%	5%	1%[9.22 µM]	-21%	-3%
GLP1R ag	4%	18%	-3%	2%	-8%	0%
HT1080-NT tox	-1%[9.24 µM]	-1%	-1%	16%	2%[9.24 µM]	1%

13: O=C(NCC1CCN(Cc2cccc(Cl)c2)CC1)Nc1ccccc1Cl
14: Cc1ccc(-n2c(=O)[nH]c3c(C(N)=O)nc(CC(C)C)nc32)cc1
15: Nc1cc(-c2ccccc2)nn1S(=O)(=O)c1ccc(Br)cc1
16: CCN1CCCC1CNCc1ccc(OCc2ccc(Cl)nc2)c(OC)c1 (centres undefined)
17: CCOc1cc(NS(=O)(=O)c2ccccc2)c(OCC)cc1NC(=O)c1ccco1
18: CCOc1ccccc1N1CCN(C(=O)c2cc(-c3cc(OC)ccc3OC)nc3ccccc23)CC1
Screen / compound no.	13	14	15	16	17	18
KB-3-1 tox	-4%	2%	-20%	1%	21%	?
DRD3 antagonist	?	-8	-9	-27	-51*	29
KB-V1 MDR tox	-9%	-21%	4%	-1%	15µM*	?
DRD3 agonist	-25	-5	5	-9	0	7
IL-1B inflam inh	-83*	1	-15	1	0	?
HT1080 IDH1KD tx	-14%	-2%	1%	-16%	-4%	?
SW480 rerep	?	0%	-7%	23%	-6%	?
GLP1R ag	10%	7%	-1%	13%	1%	3%
HT1080-NT tox	-25%	-4%	10%	3%	2%	-19%

Sorted by count of non-hydrogen atoms (ascending): some entries from above
15: Nc1cc(-c2ccccc2)nn1S(=O)(=O)c1ccc(Br)cc1
14: Cc1ccc(-n2c(=O)[nH]c3c(C(N)=O)nc(CC(C)C)nc32)cc1
18: CCOc1ccccc1N1CCN(C(=O)c2cc(-c3cc(OC)ccc3OC)nc3ccccc23)CC1
Screen / compound no.	15	14	18
KB-3-1 tox	-20%	2%	?
DRD3 antagonist	-9	-8	29
KB-V1 MDR tox	4%	-21%	?
DRD3 agonist	5	-5	7
IL-1B inflam inh	-15	1	?
HT1080 IDH1KD tx	1%	-2%	?
SW480 rerep	-7%	0%	?
GLP1R ag	-1%	7%	3%
HT1080-NT tox	10%	-4%	-19%

The listing continues:
19: Clc1ccc2nc(CSc3ncn[nH]3)cn2c1
20: O=C(Nc1ccc(S(=O)(=O)Nc2cnc3ccccc3n2)cc1)c1ccc(Cl)cc1Cl
21: O=C1CSC(=Nc2cccc(Cl)c2Cl)N1Cc1cccnc1
22: O=C(Cc1ccc(Cl)cc1)Nc1cccc(S(=O)(=O)Nc2ccccc2F)c1
23: O=C(COc1cccc2ccccc12)NNC(=O)c1cccs1
24: CN1CCN(C(=O)c2cc(Cl)ccc2Cl)CC1
Screen / compound no.	19	20	21	22	23	24
KB-3-1 tox	14%	-9%	-4%	-4%	18%	15%
DRD3 antagonist	3	13	14	4	-12	6
KB-V1 MDR tox	23%	2%	16µM*	-14%	30%	4%
DRD3 agonist	9	3	-2	0	0	-15
IL-1B inflam inh	1	63	-52*	-12	5	0
HT1080 IDH1KD tx	7%	-1%	-26%	0%	11%	10%
SW480 rerep	-19%	-10%	-83%[inhibitor]	-12%	-5%	1%
GLP1R ag	-2%	1%	31%	0%	-1%	0%
HT1080-NT tox	4%	-8%	-12%	0%	7%	2%

25: CN(CC(=O)NCc1ccccc1)S(=O)(=O)c1ccc2c(c1)CCC(=O)N2
26: CCC1CCCCN1C(=O)CCCOc1ccccc1 (centres undefined)
27: CC(C#N)(NC(=O)CN1CCN(S(=O)(=O)c2cccc(F)c2)CC1)C1CC1 (centres undefined)
28: CC(C)CNS(=O)(=O)c1ccc(CCC(=O)NCC2CCCO2)cc1 (centres undefined)
29: O=C(c1cccc(S(=O)(=O)NCc2ccccc2)c1)N1CCN(c2ccc(F)cc2)CC1
30: COc1ccc(S(=O)(=O)N2CCCC2CNC(=O)C(=O)NCc2ccco2)cc1 (centres undefined)
Screen / compound no.	25	26	27	28	29	30
KB-3-1 tox	-13%	-21%	1%	5%	/	11%
DRD3 antagonist	9	1	19	7	4	16
KB-V1 MDR tox	-7%	?	-16%	17%	/	-26%
DRD3 agonist	1	1	1	-4	3	-3
IL-1B inflam inh	0	-6	-11	13	-7	16
HT1080 IDH1KD tx	14%	3%	4%	13%	0%	1%
SW480 rerep	12%	?	/	-1%	17%	?
GLP1R ag	-5%	-1%	2%	2%	-4%	9%
HT1080-NT tox	0%	8%	0%	20%	0%	9%

31: Cc1sc(NC(=O)c2ccco2)nc1-c1ccc2c(c1)CC(C)N2C(=O)C1CC1 (centres undefined)
32: COCC(C)N1C(=O)Cc2c1nc(N)c1c(N)nc(N3CCN(c4ccccc4F)CC3)c(C#N)c21 (centres undefined)
33: c1ccc2c(c1)nc1n2CN(Cc2ccc3c(c2)OCO3)CN1
34: O=C(C1CC(=O)N(C2CCCC2)C1)N1CCN(c2cccc(Cl)c2)CC1 (centres undefined)
35: Cc1cc(C(=O)CS(=O)(=O)c2ccccc2)cc(C)c1O
36: O=C1CSC2(C(=O)N(Cc3ccccc3)c3ccccc32)N1c1cccc(F)c1 (centres undefined)
Screen / compound no.	31	32	33	34	35	36
KB-3-1 tox	?	?	-1%	/	-7%	-1%
DRD3 antagonist	27	2	4	-18	6	/
KB-V1 MDR tox	?	?	-9%	/	-1%	?
DRD3 agonist	42*	-2	6	-13	5	1
IL-1B inflam inh	-73*	?	11	1	17	/
HT1080 IDH1KD tx	7.9µM*	-19%	16%	-19%	2%	/
SW480 rerep	6.3µM*	?	1%	19%	-5%	/
GLP1R ag	-34%[inhibitor]	10%	-4%	5%	11%	0%
HT1080-NT tox	7.9µM*	4%	8%	-12%	-1%	/

37: CC(C)(C)NC(=O)C(=O)NCCC1=CCCCC1
38: CC1=CC(C)(C)N=C(Nc2ccc(C)cc2)S1
39: Nc1cc(Nc2ccccc2)ccn1
40: CC(=O)Nc1nc(=S)ss1
41: O=C(O)c1cc(NC(=O)c2cccc(N3C(=O)c4ccccc4C3=O)c2)cc(C(=O)O)c1
42: CN(C)c1ccc(NC(=O)CSc2nnc(-c3ccco3)c(-c3ccco3)n2)cc1
Screen / compound no.	37	38	39	40	41	42
KB-3-1 tox	3%	-2%	-3%	5%	/	-11%
DRD3 antagonist	5	-74*	8	-21	?	-9
KB-V1 MDR tox	19%	-23%	-20%	25%	/	-25%
DRD3 agonist	1	5	5	3	-13	6
IL-1B inflam inh	-5	-65*	?	15	2	-14
HT1080 IDH1KD tx	8%	?	-10%	14%	-2%	-26%
SW480 rerep	-3%	?	-4%	1%	-12%	-2%
GLP1R ag	0%	1%	-3%	-4%	2%	28%
HT1080-NT tox	13%	?	-1%	23%	-4%	-13%

43: O=C1C(C=NCCCN2CCCC2=O)=C(O)c2ccccc21
44: O=C(CCc1ccc(S(=O)(=O)N2CCOCC2)cc1)N1CCc2ccccc2C1
45: Cc1cc(C)n(S(=O)(=O)c2ccc3oc(=O)ccc3c2)n1
46: CCCCC[C@@H](C)N1C[C@H](COCc2ccccc2)Oc2cc(N3CC[C@H](N(C)C)C3)ccc2S1(=O)=O
47: CCC(C)Sc1ccc(-c2nc3cnccn3c2NC2CCCCC2)cc1 (centres undefined)
48: Cc1ccccc1NC(=O)C1CC(=O)n2ncnc2N1 (centres undefined)
49: O=C(c1nnc(-c2ccccc2)o1)C1CC1
Screen / compound no.	43	44	45	46	47	48	49
KB-3-1 tox	13%	-6%	-8%	?	?	6%	6%
DRD3 antagonist	10	9	0	23	74&1	3	16
KB-V1 MDR tox	?	?	-1%	?	?	0%	0%
DRD3 agonist	1	2	-6	3	26&8	5	11
IL-1B inflam inh	-7	8	-17	-82*	-52*!	23	-10
HT1080 IDH1KD tx	18%	-13%	17%	15µM*	?	-3%	3%
SW480 rerep	-11%	-2%	-13%	/	?	-13%	1%[1.84 µM]
GLP1R ag	-7%	-4%	11%	-12%	3%&19%	-8%	-2%
HT1080-NT tox	13%	-2%	0%	21µM*	?	0%	7%
